# Bioassay records as filed in PubChem.
# M5 ag – CHRM5 agonism in calcium assay. CHO-K1 hM5 cells, Fluo-8 calcium fluorescence; 0% DMSO wells, 100% maximal acetylcholine response. activation, % at 3 µM. 360,000 tested, 0.19% active;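 active = activation above the run's mean over test compounds plus 3 SD, cut at about 23% in these data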;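 note: signal is peak over basal fluorescence ratio across the kinetic read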
# Target sequence (P08912 whole entry, looked up): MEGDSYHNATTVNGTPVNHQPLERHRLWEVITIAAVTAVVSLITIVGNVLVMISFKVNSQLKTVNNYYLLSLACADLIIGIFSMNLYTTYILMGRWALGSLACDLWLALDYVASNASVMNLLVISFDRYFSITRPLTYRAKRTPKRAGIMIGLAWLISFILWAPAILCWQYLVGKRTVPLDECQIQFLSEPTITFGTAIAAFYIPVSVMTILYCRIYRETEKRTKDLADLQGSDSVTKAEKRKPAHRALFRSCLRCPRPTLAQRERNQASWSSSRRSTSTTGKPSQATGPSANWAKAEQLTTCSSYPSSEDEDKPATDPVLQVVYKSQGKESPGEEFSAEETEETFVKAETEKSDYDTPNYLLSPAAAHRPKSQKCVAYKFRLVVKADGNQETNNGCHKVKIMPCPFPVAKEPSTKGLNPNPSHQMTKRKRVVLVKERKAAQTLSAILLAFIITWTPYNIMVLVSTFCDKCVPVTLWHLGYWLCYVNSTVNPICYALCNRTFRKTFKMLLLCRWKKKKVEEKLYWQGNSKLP
# CRFBP-R2 block – CRF-BP/CRF-R2 complex antagonism; 350,000 tested, 0.59% active; inhibition, % at 11.8 µM; HEK293 CRF-R2/CRF-BP, CRF-induced calcium fluorescence; AID 588475;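 active = inhibition of the ligand-induced calcium signal above about 50% at the single tested concentration, limit read from the data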
# M4 PAM – positive allosteric modulators of human muscarinic M4 receptor | 360,000 tested, 0.4% active | P08173 | activation, % at 3 µM | CHO-K1 hM4/Gqi5, Fluo-8 calcium fluorescence, ACh EC20; 0% = ACh EC20, 100% = maximal ACh;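 active = activation above its plate's cutoff, the mean activation of sample wells plus 3 SD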; note: some results filed as inactive read as strong as hits
# Target sequence (P08173 whole entry, looked up): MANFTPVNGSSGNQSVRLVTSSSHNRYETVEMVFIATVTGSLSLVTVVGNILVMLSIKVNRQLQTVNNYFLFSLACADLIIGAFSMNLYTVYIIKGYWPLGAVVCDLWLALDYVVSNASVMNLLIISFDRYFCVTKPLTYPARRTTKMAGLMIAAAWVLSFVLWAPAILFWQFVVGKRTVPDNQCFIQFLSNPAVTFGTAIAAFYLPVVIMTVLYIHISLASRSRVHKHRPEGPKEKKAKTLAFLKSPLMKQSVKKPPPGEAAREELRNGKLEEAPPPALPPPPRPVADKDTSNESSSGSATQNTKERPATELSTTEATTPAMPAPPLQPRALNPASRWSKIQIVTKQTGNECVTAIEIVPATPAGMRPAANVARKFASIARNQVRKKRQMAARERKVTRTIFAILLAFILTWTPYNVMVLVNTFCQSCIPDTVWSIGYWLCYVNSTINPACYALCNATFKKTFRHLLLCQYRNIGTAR
# M1 PAM parental – M1 PAM counterscreen hit in parental CHO-K1 cells | 360,000 tested, 0.02% active | ATP EC20, Fluo-8 calcium fluorescence; 0% at ATP EC20, 100% at ATP max | activation, % at 3 µM;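 active = activation above the run cutoff, the mean activation of all test compounds plus 3 SD, cut at about 40% in these data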;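 note: peak over basal fluorescence ratio in a 140 s read after ATP addition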
# TAAR1 antagonist – antagonists of human TAAR1; 360,000 tested, 1.5% active; inhibition, % at 3 µM; CHO RD-HGA16 TAAR1, Fluo-8 calcium fluorescence, antagonist;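 active = inhibition above a per-plate cutoff, the mean inhibition of test compounds on that plate plus 3 SD, cut at about 49% in these data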;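 note: 0% = DMSO plus EC80 beta-PEA response and 100% = DMSO alone without agonist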
#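 test system = CHO RD-HGA16 cells bearing hTAAR1 | replication = singlicate | controls = DMSO-only wells and EC80 β-PEA-stimulated wells | reagent = EC80 β-phenethylamine stimulus | read-out basis = percent inhibition of PEA-evoked calcium signal, max/basal emission ratio | schedule = seeding 17-24 h prior, 75-min 37 °C, 30-min RT dye loading | signal = kinetic Fluo-8 calcium fluorescence measurement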
# TAAR1 agonist – human TAAR1 agonism; Q96RJ0; CHO RD-HGA16 TAAR1, Fluo-8 calcium fluorescence; vehicle wells 0%, saturating PEA agonist 100%; activation, % at 3 µM; 360,000 tested, 0.99% active; AID 624467;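 active = activation above the mean activation of all test compounds in the run plus 3 SD, cut at about 38% in these data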
#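 Signal – calcium-sensitive Fluo-8 signal, excitation 470-495, emission 515-575 nm · System – RD-HGA16 (CHO) cells co-expressing Gα16 and hTAAR1 · Incubation – 17-24 h seeding, 75 min 37 °C dye, 30 min RT · Compound dosing – 3 µM single concentration · Repeats – no replicates (n 1)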
# CRFR2-BP ag – CRF-BP/CRF-R2 complex agonism. HEK293 CRF-R2/CRF-BP, calcium dye fluorescence (FLIPR); percent of saturating CRF peptide response. activation, % at 13.2 µM. 350,000 tested, 0.46% active. AID 588473;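 active = activation of at least 50%, plus an integration ratio under a set limit after plate pattern correction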;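 note: plate controls were neutral control wells without compound for no effect and CRF at EC100 for full effect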
# M5 antag – antagonists of human muscarinic M5 receptor (CHRM5); 360,000 tested, 0.59% active; inhibition, % at 3 µM; CHO-hM5 cells, Fluo-8 calcium fluorescence, ACh EC80; AID 624040; P08912;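 active = inhibition above a per-plate cutoff, the mean of that plate's test compounds plus 3 SD, cut at about 27% in these data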;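 note: 0% = acetylcholine EC80 with DMSO and 100% = DMSO without agonist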
# CHRM5 PAM – positive allosteric modulators of human muscarinic M5 receptor | P08912 | CHO-K1 hM5, Fluo-8 calcium, ACh EC20 PAM; 0% = ACh EC20, 100% = ACh EC100 | 360,000 tested, 0.3% active | AID 624038 | activation, % at 3 µM;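 active = activation above the run cutoff, the mean activation of all test compounds plus 3 SD, cut at about 18% in these data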
#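 Probe or stimulus: acetylcholine, EC20 level; Assay system: human M5 receptor in CHO-K1 cells; Schedule: compound preincubation 140 s before EC20 acetylcholine addition; Technique: intracellular calcium via Fluo-8 fluorescence; Dosing: single-point, 3 µM nominal; Read-out basis: percent activation from peak-over-basal fluorescence ratio, scaled EC20-to-EC100 acetylcholine; Repeats: one well per compound, no replicates.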
# * = called active by the depositor; . = not tested or not shown. An unsorted share of the library; about 4.2% have a hit in one of these screens.
SMILES,M5 ag,CRFBP-R2 block,M4 PAM,M1 PAM parental,TAAR1 antagonist,TAAR1 agonist,CRFR2-BP ag,M5 antag,CHRM5 PAM
Cc1cccc(Nc2nc3c(c(=O)n(C)c(=O)n3C)n2CC(O)CO)c1 (stereo not drawn),-0.2,-15.8,0.6,-7.4,1.6,13.7,1.7,-1.0,-3.4
Cc1cc(NC(=O)COc2ccc(Cl)cc2Cl)n(CCC#N)n1,3.5,6.3,-0.4,8.9,-13.9,6.5,0.7,2.8,-3.2
Cc1ccc(-c2cc(-c3ccc(F)cc3)n[nH]2)c(O)c1,4.3,0.7,-4.4,16.0,0.7,4.3,4.2,1.6,0.2
Cc1cccc(NC(=O)CSc2nc3[nH]ncc3c(=O)[nH]2)c1,-3.0,2.8,6.2,24.0,-8.6,2.4,-1.9,3.4,1.3
COc1cccc(CNS(=O)(=O)c2c(C)nc3scc(C)n3c2=O)c1,-2.8,1.9,-1.3,-5.1,-12.3,6.3,3.3,-0.7,1.8
C/C(=N\NC(=O)Cn1nc(C)c(Br)c1C)c1cccs1,-2.0,-10.5,1.6,-9.5,5.8,7.4,-0.7,1.2,-3.7
O=C(Nc1ccccc1)c1cc(C2CCCCN2C(=O)CCc2ccccc2)on1 (stereo not drawn),-1.3,.,-3.5,15.1,2.9,5.7,.,-7.8,-0.2
CC(C)OC(=O)c1cc(NC(=S)Nc2ccc([N+](=O)[O-])cc2)cc(C(=O)OC(C)C)c1,-4.3,8.7,3.7,7.3,7.9,9.8,4.0,5.6,-10.5
COc1cc(C(=O)NC(=S)Nc2ccccc2[N+](=O)[O-])cc(OC)c1OC,0.5,-2.1,-2.0,17.2,7.0,5.1,-0.9,9.7,-7.2
COc1ccc(C2c3ccc4ccccc4c3Oc3ncn(CCO)c(=N)c32)cc1OC (stereo not drawn),2.0,-9.2,2.4,18.8,.,.,0.8,5.7,4.9

# Not a retest: entries from further up.
SMILES,M5 ag,CRFBP-R2 block,M4 PAM,M1 PAM parental,TAAR1 antagonist,TAAR1 agonist,CRFR2-BP ag,M5 antag,CHRM5 PAM
O=C(Nc1ccccc1)c1cc(C2CCCCN2C(=O)CCc2ccccc2)on1 (stereo not drawn),-1.3,.,-3.5,15.1,2.9,5.7,.,-7.8,-0.2
CC(C)OC(=O)c1cc(NC(=S)Nc2ccc([N+](=O)[O-])cc2)cc(C(=O)OC(C)C)c1,-4.3,8.7,3.7,7.3,7.9,9.8,4.0,5.6,-10.5
COc1cc(C(=O)NC(=S)Nc2ccccc2[N+](=O)[O-])cc(OC)c1OC,0.5,-2.1,-2.0,17.2,7.0,5.1,-0.9,9.7,-7.2

# (continued)
SMILES,M5 ag,CRFBP-R2 block,M4 PAM,M1 PAM parental,TAAR1 antagonist,TAAR1 agonist,CRFR2-BP ag,M5 antag,CHRM5 PAM
Cn1c(=O)[nH]c(=O)c2c1nc(NCCCO)n2Cc1ccc(F)cc1,1.4,10.8,4.0,10.4,-15.7,6.2,-0.5,-0.4,1.2
COc1cc2c(cc1OC)CN(C(=O)c1ccc(OC)c(S(=O)(=O)N3CCOCC3)c1)CC2,-4.5,19.0,-0.4,16.0,-1.8,6.4,-4.3,-0.7,-0.9
O=C(COC(=O)c1n[nH]c2ccccc12)Nc1cccc(S(=O)(=O)N2CCOCC2)c1,2.4,-12.3,-6.3,-7.8,4.7,9.5,-0.6,3.5,1.2
O=S(=O)(c1ccccc1F)N1CCC(Oc2ccc(-n3cnnn3)cc2)CC1,6.8,-9.8,-9.2,-3.4,29.4,4.4,-0.3,9.7,-8.1
COc1ccccc1NS(=O)(=O)c1ccc(C)c(NC(=O)c2ccc(S(=O)(=O)N3CCCCCC3)cc2)c1,-4.9,-2.2,-9.1,14.8,6.5,2.3,10.2,8.0,-14.9
CC(C)CNS(=O)(=O)c1ccc(CCC(=O)N2CCN(c3ccccc3)CC2)cc1,2.7,9.3,-10.0,-14.3,-1.1,4.8,-0.1,15.5,-10.1
CCOC(=O)CSc1nnc(-c2ccc(Cl)cc2Cl)o1,-4.2,17.9,3.2,16.0,-9.6,21.8,-5.1,1.1,4.5
O=C(NCc1cccnc1)C1CCCCN1S(=O)(=O)c1ccc(F)cc1 (stereo not drawn),-0.4,-26.9,2.5,-6.3,-3.2,-0.8,-0.3,4.5,-4.7
Cc1cc(C)n(-c2ccc(F)cc2)c(=O)c1C#N,-1.9,10.4,-5.9,3.6,-10.4,1.3,-0.3,-1.6,-0.6
CCOC(=O)N1CCC(NC(=O)c2cc(S(=O)(=O)N3CCOCC3)ccc2F)CC1,-1.2,7.8,-6.4,16.6,.,.,-1.7,9.4,-5.1
CCCCNC(=O)c1onc(CSc2ccc(Cl)cc2)c1C(=O)NCCCC,-5.7,0.7,-1.1,-3.9,41.1,2.2,0.3,7.3,4.2
O=C(NC(=S)NCc1ccccc1)c1ccc(Br)o1,-7.2,.,0.0,14.3,-25.2,6.3,.,2.0,4.3
CC1(C)CC(=O)C2=C(C1)Nc1cc(Cl)ccc1S2,-0.7,8.1,0.8,14.8,-27.3,-2.7,1.9,-4.5,-0.2
OCC1(c2cc(C(F)(F)F)n[nH]2)CCCCC1,-0.6,0.4,-4.0,15.9,3.0,1.2,2.0,13.6,-11.3
O=C(O)CSc1cccnc1Sc1ccc(Cl)cc1,4.2,2.1,-0.8,13.9,-18.6,-1.1,-0.1,-4.5,0.3
CCOC(=O)[C@H]1[C@H]2COc3cc(OC)ccc3[C@@H]2N2C(=O)c3ccc(F)cc3NC(=O)[C@@]12C,2.5,-6.5,12.8,11.9,15.4,8.9,3.4,4.5,6.1
CCN(CC)C(=O)c1cc2c(=O)n3ccccc3nc2s1,0.6,13.5,8.0,15.2,-15.3,2.6,-3.9,-8.0,8.4
COc1cccc([C@@H]2Oc3ccc(OC)cc3C(=O)[C@H]2O)c1,-2.1,0.6,-0.1,-0.8,.,.,-0.4,9.1,2.4
Cc1ccc2cc3c(N)c(C(=O)Nc4c(C)[nH]c(=O)[nH]c4=O)sc3nc2c1,0.0,16.5,-0.3,16.3,-3.4,2.3,0.1,-4.7,0.4
CCOC(=O)CC1COc2ccccc2N1C(=O)c1ccc(C)cc1 (stereo not drawn),-1.4,3.0,5.7,14.7,-6.4,4.7,-0.6,-0.9,-0.5
COc1ccc(OC)c2c1nc1n2CCS1,-1.9,17.1,19.2,24.1,-23.7,0.1,-1.8,-4.3,5.4
Cc1nnc(SCCCn2c(N3CCCCC3)nc3c2c(=O)[nH]c(=O)n3C)s1,-2.8,-4.9,0.5,5.7,15.1,7.6,0.1,-0.9,4.1
CCN(CC)C(=O)CS(=O)CC(=O)Nc1cc(OCCOC)c(Cl)cc1Cl (stereo not drawn),-3.1,-46.6,5.3,14.7,2.2,5.8,8.3,-1.3,-3.3
COc1ccc(CC(=O)OC(C)C(=O)Nc2ccc(Cl)cn2)cc1 (stereo not drawn),-3.2,1.2,6.5,12.6,-6.2,12.3,-1.2,4.9,-1.3
O=C(O)CCC(=O)Nc1ccc(Br)cn1,-1.8,1.9,-5.2,14.6,-5.2,-0.7,-1.9,1.3,-2.9
C=CCN(C(=O)C1=NN(C2CCS(=O)(=O)C2)C(=O)CC1)c1nc(-c2ccc([N+](=O)[O-])cc2)cs1 (stereo not drawn),-9.0,-8.1,2.5,1.8,20.4,3.1,16.6,0.9,-3.9
CCOc1ccccc1NCc1cc(=O)oc2cc(C)ccc12,-4.8,9.6,-7.7,13.5,10.9,-0.6,-1.2,10.9,0.1
CCOc1ccc(C(=O)NCC(c2ccco2)N2CCc3ccccc3C2)cc1 (stereo not drawn),-7.7,6.3,-3.2,17.9,-65.4,6.7,2.1,-0.2,-1.0
CCN(CC)CCNS(=O)(=O)c1ccc2[nH]cc(C(=O)O)c(=O)c2c1,1.3,16.6,-1.6,-16.0,-9.9,10.0,-3.1,-4.0,-1.0
CCC1NC(=O)c2cc3ccccc3cc2-n2c1nc1cc(C)cc(C)c1c2=O (stereo not drawn),1.5,-16.7,0.4,9.4,-41.2,-1.6,3.9,-5.1,4.0
Cc1ccc(CN2[C@@H](CC3CCCCC3)COCCS2(=O)=O)cc1,1.2,-6.5,0.2,-2.6,0.1,5.0,0.5,11.6,0.4
Cc1cccn2c(=O)c(C=O)c(N3CCCCCC3)nc12,-3.8,-1.6,2.3,17.2,.,.,-1.3,1.2,2.4
O=C(Cn1nc(Cc2cccnc2)c2ccccc2c1=O)NCc1ccc(F)cc1,1.3,-1.4,3.5,18.1,-17.6,0.8,0.4,-1.1,-1.1
O=C(N=C1SC2CS(=O)(=O)CC2N1c1ccc(Cl)cc1)C1CCCO1 (stereo not drawn),-4.4,-20.1,-1.7,-5.7,-3.9,0.7,0.9,6.4,-2.2
CCCC(=O)O/N=C(\c1ccccc1)c1ccncc1,-1.0,-14.9,-1.4,-14.2,-12.1,6.5,-0.8,-6.1,-1.8
O=C(Nc1ccnn1C1CCN(Cc2ccc(OC(F)F)cc2)CC1)C1CCCC1,-4.6,-18.6,-7.3,6.9,-20.9,6.0,13.1,18.8,-5.7
CC(=O)c1ccc(N2CCN(C(=O)c3ccc(Br)cc3)CC2)c(F)c1,-5.9,14.8,3.4,1.3,14.4,15.1,0.1,-4.5,-11.6
Cc1ccccc1OCC(=O)NC(Cc1c[nH]c2ccccc12)C(=O)O (stereo not drawn),0.9,-4.0,8.4,4.6,17.4,4.4,3.2,-5.3,0.8
Cc1csc(SCC(=O)Nc2ccccn2)n1,-1.1,7.6,3.5,7.3,14.4,0.2,-2.9,8.2,-2.5
CC1=C(n2ccnc2)CCC1=O,0.2,5.7,14.8,18.4,5.3,1.4,-0.5,2.0,8.5
CCCCN(C(=O)CCCc1nc2ccccc2c(=O)[nH]1)c1c(N)n(CC(C)C)c(=O)[nH]c1=O,-2.5,5.1,12.8,23.1,-4.8,1.5,1.5,3.5,-2.1
Cc1ccnc2c(N3C(=O)C4C5C=CC(C5)C4C3=O)cccc12 (stereo not drawn),2.8,-0.1,-1.3,19.1,1.1,-0.1,1.0,-8.6,-3.4
O=c1ccccn1CCOc1ccccc1Cl,-4.7,14.4,-1.2,3.2,-0.9,2.7,-1.8,19.5,8.5
CCOc1ccc(S(=O)(=O)NCCC(=O)OCC(=O)NC(=O)c2cccn2C)cc1,0.1,4.8,2.3,1.4,-20.2,2.8,0.7,6.0,10.7
COc1cccc2cc(C(C)N(CCCN3CCOCC3)C(=S)Nc3cccc(C)c3)oc12 (stereo not drawn),-1.5,6.8,6.9,2.4,-50.8,-1.2,0.5,1.8,5.5
COc1ccc(NC(=O)CSc2nnc(CNC(=O)c3ccco3)o2)cc1,-0.5,6.0,10.7,7.5,2.8,-0.4,-0.3,-5.0,4.1
